GPR151 activ: activators of human GPR151, primary screen, cell-based, PathHunter beta-arrestin, luminescence; G-protein coupled receptor 151 (Homo sapiens), Q8TDV0; PathHunter beta-arrestin GPR151 cells; activation, % at 11.2 µM; 1% of 650,000 active; in the data active means activation above about 4.9%;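 further: 0% = median of compound wells and 100% = cells with positive control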
Target sequence (Q8TDV0 whole entry, looked up): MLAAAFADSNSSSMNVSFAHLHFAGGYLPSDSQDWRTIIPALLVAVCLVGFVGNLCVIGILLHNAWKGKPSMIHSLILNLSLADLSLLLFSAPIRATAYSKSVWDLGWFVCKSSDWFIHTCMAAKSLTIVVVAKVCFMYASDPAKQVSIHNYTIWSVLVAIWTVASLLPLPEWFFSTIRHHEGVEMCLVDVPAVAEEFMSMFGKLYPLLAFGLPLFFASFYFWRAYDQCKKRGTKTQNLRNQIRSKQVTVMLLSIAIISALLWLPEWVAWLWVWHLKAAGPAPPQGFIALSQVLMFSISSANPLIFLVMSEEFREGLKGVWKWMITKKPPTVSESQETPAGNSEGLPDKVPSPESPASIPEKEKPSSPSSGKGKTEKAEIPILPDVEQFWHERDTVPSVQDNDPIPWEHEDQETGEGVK
FBW7 act: FBW7 E3 ligase activators, primary screen, biochemical, AlphaScreen, human | normalized activity (activation), % at 26.1 µM | F-box/WD repeat-containing protein 7 (Homo sapiens), Q969H0 | AlphaScreen FBW7–phospho-cyclin E peptide binding, activator screen | 0.13% of 650,000 active | AID 1259310, 2017; in the data active means normalized activity above about 1.9%;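 further: purified mutant Fbw7 with reduced substrate affinity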
MITF primary: MITF inhibitors, primary screen, biochemical, AlphaScreen, human | AlphaScreen MITF homodimerization, bead proximity signal | inhibition, % at 2.6 µM | 0.91% of 650,000 active | Microphthalmia-associated transcription factor (Homo sapiens), O75030; in the data active means inhibition above about 50%;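 further: 0% = vehicle wells with protein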
Target sequence (O75030 whole entry, looked up): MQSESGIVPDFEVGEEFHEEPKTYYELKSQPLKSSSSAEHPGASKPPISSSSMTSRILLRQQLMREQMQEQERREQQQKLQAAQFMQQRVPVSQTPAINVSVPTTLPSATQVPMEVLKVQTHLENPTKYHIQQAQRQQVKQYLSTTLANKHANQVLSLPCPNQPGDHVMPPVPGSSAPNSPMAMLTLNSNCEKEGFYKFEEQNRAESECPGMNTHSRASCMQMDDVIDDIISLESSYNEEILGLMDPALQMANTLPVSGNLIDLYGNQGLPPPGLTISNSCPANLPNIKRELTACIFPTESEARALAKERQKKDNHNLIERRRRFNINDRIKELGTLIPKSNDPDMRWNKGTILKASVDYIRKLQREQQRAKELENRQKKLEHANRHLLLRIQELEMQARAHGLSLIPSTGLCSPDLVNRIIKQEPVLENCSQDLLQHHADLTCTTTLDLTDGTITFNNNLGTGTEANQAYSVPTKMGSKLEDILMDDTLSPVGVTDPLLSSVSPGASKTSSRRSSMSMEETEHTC
TEAD-YAP inh: TEAD-YAP interaction inhibition, primary screen, TEAD-YAP interaction inhibitor project, luminescence, HEK-TIYL cells; TEAD-Gal4/YAP UAS-luciferase luminescence; inhibition, % at 9.12 µM; 1.4% of 640,000 active; AID 1259422, 2018; in the data active means inhibition above about 32%;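 further: 0% = median of test compound wells and 100% = reference inhibitor wells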
* hit, by the source's call.

The opening 2 records (preview)
SMILES	GPR151 activ	FBW7 act	MITF primary	TEAD-YAP inh
C#CCOc1c(Cl)cc(C=C2C(=O)NC(=O)NC2=O)cc1OC	-0.4	0.6	6.7	-4.0
CCC(C)NS(=O)(=O)c1cc2c(cc1C)N(C(C)=O)CCO2 (stereo not given)	-0.1	0.3	-17.2	-4.4

All compounds of this part, previewed entries included:
SMILES	GPR151 activ	FBW7 act	MITF primary	TEAD-YAP inh
C#CCOc1c(Cl)cc(C=C2C(=O)NC(=O)NC2=O)cc1OC	-0.4	0.6	6.7	-4.0
CCC(C)NS(=O)(=O)c1cc2c(cc1C)N(C(C)=O)CCO2 (stereo not given)	-0.1	0.3	-17.2	-4.4
Cn1c(=O)c2[nH]cc(Br)c2n(C)c1=O	0.5	0.0	5.8	11.6
Cc1nn(CN2CCN(c3ccccn3)CC2)c(=S)n1Cc1ccccc1	1.1	-0.1	-3.9	2.3
Cn1cc(CNC(=O)c2ccc([N+](=O)[O-])cc2Cl)cn1	0.3	1.0	15.1	2.8
O=C(Cc1ccccc1)NCCOc1ccccc1	-1.0	0.0	3.5	-20.6
Cc1c(Cc2ccccc2)sc(NC(=O)c2ccc(Cl)cc2Cl)c1C(N)=O	0.7	0.0	6.1	0.6
CC(C)N(CCNc1nc(-c2cccs2)nc2c1ncn2C(C)C)C(C)C	0.0	-0.1	-2.1	15.4
CC(C)(C)CN1CCc2nnc(CCNC(=O)COc3ccccc3)n2CC1	0.5	0.0	-3.0	-1.8
Cc1ccc(-c2c(C(=O)N(Cc3ccc(N(C)C)cc3)Cc3ccco3)oc(=O)c3ccccc23)cc1	-0.8	-0.1	10.8	7.0
CC(C(=O)c1ccccc1)C1(O)C(=O)N(C)c2ccccc21 (stereo not given)	0.7	-0.1	4.2	11.2
C[C@H](Nc1nccnc1-c1cccc(Cl)c1)c1ccccc1	0.9	-0.1	1.7	9.4
Cc1nn(-c2ccccc2)c(Cl)c1C(=O)Nc1ccc(C2CCCCC2)cc1	-0.4	-0.1	19.6	5.6
COc1ccc(C2Oc3ccc(Br)cc3C3CC(c4ccc(C)cc4)=NN32)cc1 (stereo not given)	-0.5	-0.1	-5.4	-60.0
Cc1ccc(S(=O)(=O)N(C)CC(=O)NCCO)cc1	0.6	1.3	15.0	6.4
CCOC(=O)NNC(=O)c1ccc(CC)cc1	1.1	-0.1	-3.2	-28.8
Cc1nnc(SCC(=O)Nc2ncc(Cc3ccccc3Cl)s2)n1N	0.0	0.0	-1.6	-3.8
O=C(CCCCNS(=O)(=O)c1ccccc1)NCCOc1ccccc1	2.2	-0.2	-10.4	0.0
CS(=O)(=O)N1CCc2nc(-c3ccccc3)nc(N3CCCC3)c2C1	1.9	0.1	12.9	0.1
COc1ccc(C2C(C#N)=C(N)N(c3sc4c(c3C#N)CCCCC4)C3=C2C(=O)CCC3)cc1OC (stereo not given)	0.7	0.0	4.5	8.5
CCCNC(=O)NC(=O)CSc1nc(-c2ccccc2)cn1N	1.5	-0.1	-19.5	-3.3
CCOc1ccccc1NC(=O)c1oc2ccccc2c1NC(=O)c1cc2ccccc2o1	-1.6	-0.1	-13.5	3.1
O=C(NNC(=O)C1CC1)c1ccc(CSc2nc3ccccc3[nH]2)cc1	3.1	0.0	2.2	-2.7
Cc1nc(N(C)C2CCCCC2)c2c3c(sc2n1)CCC3	-0.7	0.0	5.2	4.5
O=C(CN1CCC(O)(c2ccc(F)cc2)CC1)N1CCCCC1	-0.5	-0.2	-10.4	-5.0
SMILES	GPR151 activ	FBW7 act	MITF primary	TEAD-YAP inh
CN1[C@@H](C(=O)N2CCN(C(=O)C(C)(C)C)CC2)C[C@@H](c2ccco2)NS1(=O)=O	0.1	-0.1	13.2	6.4
Cc1ccnc(NC(=O)CCCOc2ccc(Cl)cc2C)c1	0.1	0.1	9.0	-0.3
COc1ccccc1NC(=O)COc1ccc(CO)cc1Cl	0.3	-0.3	-2.2	-61.0
CCOC(=O)c1c(NC(=O)c2ccc(Cl)c(Cl)c2)sc(C(=O)Nc2ccccc2F)c1C	0.7	0.2	13.0	2.7
CCOC(=O)CSC1=C(C#N)C(c2ccc(Cl)cc2)C(C(=O)OC)C(=O)N1 (stereo not given)	0.1	-0.1	2.4	5.3
CCC1(CCC(=O)NCc2ccc3nsnc3c2)CCC(=O)N1 (stereo not given)	-0.2	0.0	-20.0	3.9
Cc1ccc(S(=O)(=O)c2[nH]c(=O)sc2Cl)cc1	0.4	0.0	8.1	1.9
COc1ccc(OC)c(/C=N\NC(=O)COc2ccc(Cl)cc2Br)c1	1.6	0.0	4.3	-6.3
Cc1ccc(CCNC(=O)Cn2cc3c(n2)CCCC3)cc1	0.0	0.0	-3.1	-1.6
Cc1c(C(=O)N2CCCC2)sc2nc(-c3ccccc3)cn12	-7.3	0.4	16.1	-14.1
CCOC(=O)C1=C(N)OC2=C(C(=O)CC(c3ccccc3)C2)C1c1ccc(Cl)c([N+](=O)[O-])c1 (stereo not given)	0.3	0.4	11.4	8.3
CCCCC(=O)Nc1cc(C)c(NC(=O)c2cccnc2)cn1	1.9	0.2	12.8	11.5
O=C1CCC(CCNCCOc2ccccc2)N1Cc1ccsc1 (stereo not given)	-1.0	-0.1	1.0	14.2
O=C(NCc1ccco1)C1CCN(S(=O)(=O)c2ccc3ccccc3c2)CC1	1.3	0.3	-4.1	-11.8
O=C(Nc1cc(Oc2ccccc2)cc([N+](=O)[O-])c1)c1nn2c(c1Cl)NC(c1ccccc1)CC2C(F)(F)F (stereo not given)	0.6	0.2	6.0	-6.1
Cc1cc(Cl)ccc1N(CC(=O)Nc1ccccc1C(=O)N1CCCC1)S(C)(=O)=O	1.7	-0.1	-13.6	-2.0
Cc1ccc(S(=O)(=O)Cc2ccc(C(=O)NCCCN3CCCC3=O)o2)cc1	-0.8	0.0	16.9	-6.3
CC(C)NCC(O)COCCOc1ccc(C(C)(C)C)cc1 (stereo not given)	-1.8	0.1	-3.5	6.9
CC(=O)Nc1ccc(Nc2ccnc(N3CCN(c4ccccn4)CC3)n2)cc1	2.3	0.3	26.1	23.4
Cc1ccc(C(=O)N/C(=C/c2ccccc2)C(=O)NCCCC(=O)O)cc1	3.5	0.0	-15.8	2.9
CCCCOc1ccc(/C(O)=C(\C#N)c2nc3ccccc3[nH]2)cc1	0.5	-0.1	1.1	4.1
COc1ccc(C(CC(=O)NCc2ccccc2OC)N2Cc3ccccc3C2=O)cc1 (stereo not given)	0.0	0.1	5.0	3.0
O=C(c1nc2sccn2c1CN1CCCCC1c1nccs1)N1CCCCCCC1 (stereo not given)	0.6	0.2	13.5	-5.0
COc1nc(Nc2ccc(OC(F)(F)F)cc2)nc(NC2CC2)n1	1.0	-0.1	-8.5	-21.8
NC(=O)/C(=C/c1ccccc1)NC(=O)c1ccco1	0.3	-0.1	-5.4	5.4

A second format for 5 compounds above:
Molecule,GPR151 activ,FBW7 act,MITF primary,TEAD-YAP inh
Cc1ccc(C(=O)N/C(=C/c2ccccc2)C(=O)NCCCC(=O)O)cc1,3.5,0.0,-15.8,2.9
CCCCOc1ccc(/C(O)=C(\C#N)c2nc3ccccc3[nH]2)cc1,0.5,-0.1,1.1,4.1
COc1ccc(C(CC(=O)NCc2ccccc2OC)N2Cc3ccccc3C2=O)cc1 (stereo not given),0.0,0.1,5.0,3.0
O=C(c1nc2sccn2c1CN1CCCCC1c1nccs1)N1CCCCCCC1 (stereo not given),0.6,0.2,13.5,-5.0
COc1nc(Nc2ccc(OC(F)(F)F)cc2)nc(NC2CC2)n1,1.0,-0.1,-8.5,-21.8

Additional structures:
SMILES	GPR151 activ	FBW7 act	MITF primary	TEAD-YAP inh
Cn1c(=O)n(Cc2ccc(F)cc2)c(=O)c2c1nc1n2CCN1c1ccccc1	-0.1	0.0	-0.5	-2.0
O=C(CCSc1ccccc1)Nc1ccc(-c2nc3ccccc3[nH]2)cc1	-3.7	-0.1	-2.5	-40.6
COc1ccc(C2=Nn3cnnc3SC2)cc1OC	-1.0	-0.1	-10.5	-26.6
COc1cccc(C(=O)NC(C)c2nnc3n2CCN(Cc2ccc(F)cc2F)CC3)c1 (stereo not given)	-0.6	-0.1	-7.7	2.9
N#CCC(=O)Nc1ccccc1C(=O)OCC(=O)Nc1ccc(F)cc1Cl	-1.1	0.1	7.2	-2.8
CCOc1ccc(-n2nc3ccc(NC(=O)c4ccc(OC)c(OC)c4)cc3n2)cc1	-0.5	0.0	-7.7	6.5
COc1ccc(NC(=O)CCNS(=O)(=O)c2ccc3[nH]c(=O)ccc3c2)cc1OC	1.3	0.2	-2.1	13.1
CC(C)N(CCNc1nc(-c2ccc(C(N)=O)cc2)nc2c1ncn2C1CCCCC1)C(C)C	4.1	0.2	7.0	8.8
CCOc1ccc(C2C(C(=O)Nc3cc(C)ccn3)=C(C)NC3=C2C(=O)CCC3)cc1 (stereo not given)	-0.8	-0.1	0.6	-5.7
COC(=O)c1cc2nc(-c3ccc(OC)cc3)cc(C(F)(F)F)n2n1	-0.5	0.0	-4.5	-1.2
CCCC(=O)Nc1cc(C)c(NC(=O)C(C)C)cn1	0.2	-0.1	-1.6	9.9
COc1ccc(C(Nc2cc(C)ccn2)c2ccc3ccc(C)nc3c2O)cc1OC (stereo not given)	-0.5	0.2	19.9	27.9
COc1ccc(/C(C)=N\NC(=O)c2ccc3c(c2)OCO3)cc1OC	1.4	0.1	-17.7	-35.5
O=C(NC1CC1)c1cc(NC2CCN(Cc3ccccc3)CC2)nc2ccccc12	0.8	0.0	-1.9	-1.9
COc1ccc(/C=C2/C(=O)NC(=O)N(c3cccc(Cl)c3C)C2=O)cc1C(=O)O	1.3	-0.2	2.2	10.9
COc1ccc(C2CC(=O)C3=C(C2)Nc2ccccc2N(C(=O)C(F)(F)F)C3c2ccc(F)cc2)cc1 (stereo not given)	0.5	-0.1	-2.6	15.8
C=C(C)CN(CC)Cc1nc(N2CCN(C(C)=O)CC2)c2ccccc2n1	-0.6	0.9	11.7	-11.5
CCc1nc(SCC(=O)NC)c2c3c(sc2n1)CC(C)CC3 (stereo not given)	-0.7	0.0	-2.2	-14.7
CCOC(=O)c1sc2nc(SCC(=O)NCCc3ccccc3)n(Cc3ccc(Cl)cc3)c(=O)c2c1C	1.0	0.0	-15.9	5.5
CN1C(=O)NC(=O)/C(=C/c2ccc(-c3ccc(Cl)cc3Cl)o2)C1=O	1.1	0.1	10.5	2.9
O=c1[nH]c(=O)n(-c2ccccc2F)c(O)c1C=Nc1ccc(Cl)cc1	1.8	0.1	-1.1	8.3
CC(C)(C)NC(=O)CSc1nnc(-c2ccc3c(c2)OCO3)o1	4.0	0.1	2.5	-1.0
CCCOc1ccc(N2C(=O)CC(N3CCCCC3)C2=O)cc1 (stereo not given)	-0.8	0.0	5.5	4.4
Cc1ccc(N2C(=O)CC(Sc3nc4c(cc3C#N)CCC4)C2=O)cc1 (stereo not given)	-0.8	-0.1	-1.6	-5.1
CC1CCC(C(C)C)C(=O)/C1=C\c1ccc(NC(=O)CCC(=O)O)cc1 (stereo not given)	-1.2	0.0	-1.9	-2.4
CCN(CC)S(=O)(=O)c1ccc(C(=O)Nc2cc(=O)n(C)c(=O)n2C)cc1	0.7	0.6	17.2	-0.2
COc1ccc(Cl)cc1NC(=O)CCn1c(=O)oc2ccccc21	0.0	0.1	-0.2	5.5
O=C1N[C@H](CO)C(=O)N2CCN(Cc3cccc(F)c3)C[C@H]12	0.6	-0.2	10.2	-6.3
O=C(NC1(c2ccccc2)CC1)N1CCN(Cc2ccccc2)CC1	-0.3	0.1	15.1	2.6
O=C(Nc1ccc(Cl)cc1[N+](=O)[O-])C1COc2ccccc2O1 (stereo not given)	-0.3	0.2	13.3	-10.9

Whole records, quoted from the list.
Record of COc1ccc(Cl)cc1NC(=O)CCn1c(=O)oc2ccccc21 = GPR151 activ = 0.0; FBW7 act = 0.1; MITF primary = -0.2; TEAD-YAP inh = 5.5
Record of CC(C)(C)NC(=O)CSc1nnc(-c2ccc3c(c2)OCO3)o1 = GPR151 activ = 4.0; FBW7 act = 0.1; MITF primary = 2.5; TEAD-YAP inh = -1.0

An unsorted share of the library. About 3.5% of those tested had a hit in this group.
